Screening results: PubChem, Sanford-Burnham Center for Chemical Genomics
H9c2 TAG inh = inhibitors of triacylglycerol accumulation, primary screen, cell-based, uHTS, fluorescence, H9c2; H9c2 cells, Nile Red lipid (TAG) fluorescence; cells loaded with 200 µM oleic acid; inhibition, % at 12.5 µM; hit rate 0.66% among 230,000; AID 651582, 2012;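 active = pattern-corrected inhibition of lipid staining of at least 50% with the nuclear-stain viability signal not falling by more than 50%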;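 also: 0% = DMSO wells and 100% = triacsin C control wells; some results filed as inactive read as strong as hits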
H9c2 TAG inh DAPI viability = further read-out of H9c2 TAG inh, marked with its call; DAPI nuclei signal change (viability), lower = more cytotoxic, %;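 whole-well DAPI fluorescence read on a plate reader as a viability signal; minus 50 percent equals half of cells still viable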
* hit, by the source's call. Some of the compounds tested. The share of hits here may be higher or lower than overall.

structure	H9c2 TAG inh	H9c2 TAG inh DAPI viability
CC1O[C@H](OC2C(COC3OC(CO)C(O)[C@H](O)C3O)OC(OC3CC[C@]4(C)C(CC[C@@]5(C)[C@@H]4C=C[C@]46OC[C@@]7(CCC(C)(C)C[C@H]74)C(O)C[C@@]56C)C3(C)C)C(O)C2O)C(O)C(O)C1O (some centres not stated)	6	-2
Cc1ccc(-n2nc(C)c(Sc3ccccc3[N+](=O)[O-])c2N)cc1	-13	2
CCOc1ccc(C(=O)NCC(=O)NNC(=O)CN(C)S(=O)(=O)c2ccc(Cl)cc2)cc1	7	0
Nc1nc(-c2ccco2)nn1C(=O)c1ccc(Cl)cc1	13	-4
Cc1ccc[n+](CC(=O)Nc2ccc([N+](=O)[O-])cc2Cl)c1	-16	5
Cc1cccc(S(=O)(=O)N(CC(=O)Nc2ccccc2C)Cc2ccco2)c1	-16	-7
O=C(c1ccnc(Cl)c1)N1CCCC(Nc2ccc(F)cc2)C1 (configuration not stated)	-9	-6
Cc1cc(NC(=O)c2ccccc2Cl)ccc1NC(=O)c1ccccc1Cl	-3	-8
CCn1cc(CNC(=O)c2ccc(C)s2)cn1	-6	3
CC1(NC(=O)CN2CCN(c3cnn(-c4ccccc4)c(=O)c3Cl)CC2)CCS(=O)(=O)C1 (configuration not stated)	12	-6
O=C1C2CCCCN2C(=O)N1CCCCN1CCN(c2cccc(C(F)(F)F)c2)CC1 (configuration not stated)	-4	8
COCC(=O)NC1CC2CCCC(C1)N2Cc1ccccc1 (configuration not stated)	16	-6
CCN(CC)c1ccc(NC(=O)C2CCCN(S(=O)(=O)c3cnc[nH]3)C2)c(C)c1 (configuration not stated)	-3	-6
CCc1cc2c(NCCO)ncnc2s1	13	-2
CC(=O)SCC(=O)N=c1sc2cc(F)ccc2n1C	-5	-2
Cc1ccc(-n2c(=O)[nH]c3ncccc3c2=O)cc1	-5	12
O=C(CCNC(=O)c1ccc(Cl)cc1)NCCCN1CCOCC1	-4	4
COc1ccc(/C=N\NC(=O)c2ccc(-c3ccccc3)cc2)cc1COC(C)=O	-6	9
Cc1ccc(NC(=O)CN2CCC(Cc3ccccc3)CC2)cc1S(=O)(=O)N(C)C	-2	14
OCc1nc2ccccc2n1CCCOc1ccc(Br)cc1	-5	-7

Gathered by group: the entries above containing four or more nitrogen atoms (6)
structure	H9c2 TAG inh	H9c2 TAG inh DAPI viability
Cc1ccc(-n2nc(C)c(Sc3ccccc3[N+](=O)[O-])c2N)cc1	-13	2
CCOc1ccc(C(=O)NCC(=O)NNC(=O)CN(C)S(=O)(=O)c2ccc(Cl)cc2)cc1	7	0
Nc1nc(-c2ccco2)nn1C(=O)c1ccc(Cl)cc1	13	-4
CC1(NC(=O)CN2CCN(c3cnn(-c4ccccc4)c(=O)c3Cl)CC2)CCS(=O)(=O)C1 (configuration not stated)	12	-6
O=C1C2CCCCN2C(=O)N1CCCCN1CCN(c2cccc(C(F)(F)F)c2)CC1 (configuration not stated)	-4	8
CCN(CC)c1ccc(NC(=O)C2CCCN(S(=O)(=O)c3cnc[nH]3)C2)c(C)c1 (configuration not stated)	-3	-6

(more compounds)
structure	H9c2 TAG inh	H9c2 TAG inh DAPI viability
CCOc1ccccc1NC(=O)NNS(=O)(=O)c1cc(C)ccc1C	-9	6
Cc1cc(C)n(-c2ccc(Oc3ccccc3)c(S(=O)(=O)O)c2)n1	5	3
COc1cccc(NC(=O)CSc2nnc(Cc3cccn3C)n2-c2ccc(F)cc2)c1	11	-2
COc1cccc2cc(C(=O)n3ccc(C)n3)c(=O)oc12	12	-10
Cc1ccc(S(=O)(=O)N2CCC(C(=O)OCC(=O)N3CC(C)CC(C)C3)CC2)cc1C (configuration not stated)	-8	-1
CC(C)CC(=O)NN1CCCCC1	-2	12
CC(=O)N1CCC(C(=O)Nc2ccc(S(=O)(=O)N3CCC(C)CC3)cc2)CC1	12	-7
CCNC(=O)c1ccccc1SCc1ccccc1	-4	0
Cc1cccc(C)c1NS(=O)(=O)c1ccc2c(c1)NC(=O)CO2	10	-8
CN1CCN(CC(O)COc2ccccc2)CC1 (configuration not stated)	-6	3
COC(=O)c1cccc(NC(=O)CSc2ncn[nH]2)c1	15	-2
CC(C)c1c(O)nc(SCCN(C)C)[nH]c1=O	9	-21
COc1ccc(-c2onc(C)c2-c2cnn(-c3ccccc3)c2)c(O)c1	-20	4
CCCCCN(C(=O)COC(=O)CSc1ccc([N+](=O)[O-])cc1)c1c(N)n(CCCC)c(=O)[nH]c1=O	1	8
O=C(Nc1ccc(N2C(=O)C3CCCCC3C2=O)cc1Cl)c1cccs1 (configuration not stated)	-4	3
COC(=O)c1cccc(NCN2C(=O)c3ccccc3C2=O)c1	-7	13
Fc1ccc(C(c2ccc(F)cc2)N2CCN(C/C=C/c3ccccc3)CC2)cc1	-19	6
CCOc1ccc(C(CC(=O)O)NC(=O)C(c2ccccc2)c2ccccc2)cc1OC (configuration not stated)	-14	132
O=C(CCCC(=O)N(CC(=O)NC1CCCCC1)Cc1ccccc1)Nc1ccccn1	8	-15
O=[N+]([O-])/C(C(Cl)=C(Cl)Cl)=C(/NC1CC1)Sc1ccccc1	-12	3

structure	H9c2 TAG inh	H9c2 TAG inh DAPI viability
COc1ccccc1NC(=O)C/C(N)=N/O	3	5
CCc1nc2c(OCC3COc4ccccc4O3)cccn2c1N(C)C(=O)c1ccc(OC)cc1 (configuration not stated)	5	5
Cc1cc(=O)[nH]c(SCC(=O)Nc2ccc3c(c2)OCCO3)n1	1	-1
COc1cccc(C2CC(=O)Nc3c2c(=O)n(C)c(=O)n3C)c1OC (configuration not stated)	-5	5
O=C(Cc1ccc([N+](=O)[O-])cc1)N1CCN=C1SCc1ccccc1	0	6
O=Cc1cn(CC(=O)Nc2ccc3c(c2)OCO3)c2ccccc12	-14	1
COC(=O)c1ccc2c(=O)n(CCCCCC(=O)NCCNC(C)=O)c(=O)[nH]c2c1	10	-6
COc1ccc(OCC(=O)Nc2c3c(nn2-c2ccccc2)CS(=O)(=O)C3)cc1	4	2
O=C1OCc2ccc(NC(=O)c3ccccc3C(=O)O)cc21	5	1
CC(c1ccccc1)N1C(=O)NC(NC(=O)c2cccnc2)(C(F)(F)F)C1=O (configuration not stated)	3	6
C#CCNC(=O)C1=C[C@@H](c2ccc(C(F)(F)F)cc2)C[C@@H](OCCCCO)O1	-11	-14
CCOC(=O)C1C(C(C)=O)=C(c2ccccc2)c2ccccc2N1S(=O)(=O)C(F)(F)F (configuration not stated)	8	9
O=C(COc1ccc(Cl)cc1)NCc1nnc(SCC(=O)NCc2ccc3c(c2)OCO3)o1	21	-6
Cc1cccc2cc(CN(CCc3ccccc3)C(=O)N3CCOCC3)c3nnnn3c12	16	-7
Cn1cnc([N+](=O)[O-])c1S(=O)(=O)Nc1ccccc1	-10	2
Cc1ccc(S(=O)(=O)NNC(=O)c2sccc2-n2cccc2)cc1	6	-1
COc1ccc(C(c2nnnn2C2CCCCC2)N2CCN(c3ccc(OC)cc3)CC2)cc1 (configuration not stated)	15	-6
COc1cccc(C(=O)NNC(=O)c2cccc(F)c2)c1	10	-16
COc1cccc(SCc2noc(C(=O)NC(C)C)c2C(=O)O)c1	8	-9
CC1CN(C(=O)CCC(=O)NCc2ccccc2)c2ccccc2O1 (configuration not stated)	8	6

structure	H9c2 TAG inh	H9c2 TAG inh DAPI viability
Cc1ccc(SCCNCc2ccco2)cc1	6	-1
CCOC(=O)C1(CCOC)CCN(Cc2ccc(COC)o2)CC1	-5	1
CCOC(=O)c1c(C)[nH]c(C(=O)COC(=O)c2ccc([N+](=O)[O-])o2)c1C	31	-17
O=C(OCc1cn([C@H]2C[C@H](c3ccc(Cl)cc3)N(CC3CCCCC3)C[C@@H]2O)nn1)c1ccccc1	-14	7
CC(C)CSc1nc2c(=O)[nH][nH]c(=O)c2n1Cc1ccccc1	6	5
COc1ccc(Cn2nc(C)cc2C)cc1OC	-12	-13
CCOC(=O)C1CCN(C(=O)C2CCN(S(=O)(=O)c3cc(Cl)ccc3OCC)CC2)CC1	-13	-2
Cc1cc(C)c2c(n1)SCC(=O)N2CC(=O)Nc1c(C)cccc1C	-6	-4
CCC1(CC)Cc2ccccc2-c2nc(NN)[nH]c(=O)c21	-7	15
CN(Cc1c(C(=O)N2CCc3ccccc3C2)nc2ccc(Cl)cn12)C(C1CC1)C1CC1	-31	11
COc1cc(CNc2ncnc3c2ncn3[C@H]2CN(CCN3CCOCC3)C[C@@H](CO)O2)cc(OC)c1OC	7	-7
C=C1c2ccccc2NC(=S)N1Cc1ccc2c(c1)OCO2	-21	3
CC(C(=O)Nc1ccc(N(C)C)cc1)N1C(=O)c2ccccc2S1(=O)=O (configuration not stated)	6	-2
Cc1cccc(N2C(=O)C3CCCN3C2=S)c1C (configuration not stated)	12	-6
O=C(c1ccc(-n2cccc2)cc1)N1CCOCC1	-9	-2
COc1ccccc1C#Cc1cnc2c(c1)C(=O)N([C@H](C)CO)C[C@@H](C)[C@@H](CN(C)C(=O)c1ccc3c(c1)OCO3)O2	18	-8
Cc1nc2ccc(S(=O)(=O)NC(C(=O)Nc3nccs3)C(C)C)cc2s1 (configuration not stated)	16	-11
COc1ccccc1N1CCN(C(=O)CCc2ccc(S(=O)(=O)NCC(C)C)cc2)CC1	-13	-3
O=C(COC(=O)Cc1ccc(Cl)cc1)NCc1cccs1	16	-7
O=C(Cc1cccc(C(F)(F)F)c1)Nc1cc(S(=O)(=O)N2CCOCC2)ccc1N1CCCC1	-5	-4

structure	H9c2 TAG inh	H9c2 TAG inh DAPI viability
CC(=O)n1cc([C@H]2C=C(C(=O)NCc3ccccc3)O[C@@H](OCCCCO)C2)c2ccccc21	-16	-1
Cc1c(Br)c([N+](=O)[O-])nn1CC(=O)NCCc1ccc(Cl)cc1	-10	11
O=C(NCC1CCCO1)Nc1ccccc1 (configuration not stated)	1	-3
O=C(CSc1ccc(-c2cccs2)nn1)NCCc1ccccc1	-6	-3
CCOc1ccccc1NC(=O)CSc1nc2nc(-c3cccs3)cc(C(F)(F)F)c2c(=O)[nH]1	7	1
O=C(CCn1nc(-c2ccc(Cl)cc2)c2ccccc2c1=O)Nc1cccnc1	-2	5
Cc1c(NC(=S)N/C(=N/S(=O)(=O)c2ccccc2)c2ccccc2)c(=O)n(-c2ccccc2)n1C	12	0
COc1cc(OC)cc(C(=O)N[C@H](C(=O)OCC(=O)c2c[nH]c3ccccc23)C(C)C)c1	7	-7
COc1ccc(C(=O)Nc2ccncc2)c(OC)c1	4	7
CC(=O)Nc1ccc(Nc2cc(N3CCOCC3)c3nonc3c2[N+](=O)[O-])cc1	-14	1
CC(C)OCCCNC(=O)C1CCN(S(=O)(=O)N2CCCC2)CC1	0	-18
CSc1nnc2c(n1)OC(c1ccsc1)N(C(C)=O)c1ccccc1-2 (configuration not stated)	0	9
COc1ccccc1NS(=O)(=O)c1cccc(C(=O)N2CCCCCCC2)c1	-6	7
COc1cccc(/C=C/C(=O)OCC(=O)Nc2ccccc2Sc2ccccc2)c1	-19	1
O=C(O)c1ccc(OCC(O)Cn2cnc3ccccc32)cc1 (configuration not stated)	-4	-8
CC(=O)Nc1c(-c2ccc(F)cc2)nc2ccccn12	9	1
CC1CCN(c2ccc3c(c2)S(=O)(=O)c2cccc(C(=O)NC4CCCCC4)c2C3=O)CC1	33	-11
COc1ccc(C(=O)Oc2ccc(C(=S)N3CCOCC3)cc2)cc1	3	-6
CCC(=O)N1CCC1(C)C(=O)Nc1cccc2cccnc12 (configuration not stated)	-10	9
Cc1ccc(C(=O)NCC#N)cc1	22	-5

Whole records from above. Order of screens: H9c2 TAG inh | H9c2 TAG inh DAPI viability
Cc1ccc(C(=O)NCC#N)cc1 in the list: 22 | -5
CC(C)OCCCNC(=O)C1CCN(S(=O)(=O)N2CCCC2)CC1 in the list: 0 | -18
CC(=O)Nc1ccc(Nc2cc(N3CCOCC3)c3nonc3c2[N+](=O)[O-])cc1 in the list: -14 | 1
CSc1nnc2c(n1)OC(c1ccsc1)N(C(C)=O)c1ccccc1-2 (configuration not stated) in the list: 0 | 9
CCC(=O)N1CCC1(C)C(=O)Nc1cccc2cccnc12 (configuration not stated) in the list: -10 | 9

(further entries)
structure	H9c2 TAG inh	H9c2 TAG inh DAPI viability
CCC(C)c1ccccc1NC(=O)C1CCCO1 (configuration not stated)	-8	-9
CCOC(=O)Cc1csc(NC(=O)CC(C)(C)CC(=O)O)n1	8	-4
C=CCOc1nc2c(c(=O)n(Cc3ccc(Cl)c(Cl)c3)c(=O)n2C)n1C	-24	-5
CCOC(=O)[C@@H]1[C@H]2COc3cc(OC)ccc3[C@H]2N2C(=O)N(c3cccc(F)c3)C(=O)[C@@]12C	-5	7
CCOc1ccc(NC(=O)COc2ccc(-n3cnnn3)cc2)cc1	3	-4
Cc1cccc(NC(=O)CSc2nnc(NC(=O)CN3CCOCC3)s2)c1	-7	16
CCCNC(=O)c1n[nH]c(=O)c2ccccc12	9	17
Cc1ccccc1-n1c(N)c(C(=O)Nc2ccc(F)cc2)sc1=S	38	-27
Cc1ccccc1NC(=S)N(Cc1ccccc1)Cc1cccs1	-5	1
CCN(CC(=O)Nc1ccc(NC(C)=O)cc1)C(=O)/C=C/c1cn(-c2ccccc2)nc1-c1cccs1	-3	3
CCn1nnnc1SCC(=O)Nc1nnc(C(C)C)s1	2	2
O=C(O)c1ccc(OS(=O)(=O)c2ccc(Cl)s2)cc1	-2	6
Cc1cccc(C)c1OCC(=O)NCC1CCCO1 (configuration not stated)	-23	9
COc1cccc(OCC(=O)NNC(=O)c2cccs2)c1	-13	15
